Screening results as filed in PubChem BioAssay.
ABHD5-PLIN5 inh: ABHD5-PLIN5 interaction inhibitors, primary screen, cell lysate, split luciferase complementation, luminescence; Perilipin-5 (Homo sapiens) + 1-acylglycerol-3-phosphate O-acyltransferase ABHD5 (Homo …; Split G. princeps luciferase complementation, 4 h; inhibition, % at 4 µM; hit rate 0.78% among 360,000; AID 602281, 2012;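 active = inhibition above the mean inhibition across every tested compound plus 3 SD, cut at about 22% in these data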;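 note: 0% = DMSO only wells and the 100% control is not disclosed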
NCOA2 inhibitor: inhibition of GAL4-SRC2 driven luciferase reporter, primary screen, SRC2 inhibitor project, cell-based, luminescence. HEK293 GAL4-SRC2 luciferase reporter. inhibition, % at 9 µM. hit rate 0.17% among 370,000;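 active = inhibition above the mean inhibition of all tested compounds plus 3 SD, set per campaign, cut at about 52% in these data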;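 note: 0% = DMSO treated cells and 100% = cells given Gossypol at 36 µM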
TLR9-MyD88 block: inhibitors of TLR9-MyD88 association in cells, primary screen, cell-based, CHO, BLA complementation, fluorescence. hit rate 0.21% among 340,000. inhibition, % at 4.98 µM. CCF4 FRET ratio;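 active = inhibition above the mean over all tested compounds plus 3 SD, cut at about 21% in these data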;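 note: 0% = DMSO only wells and 100% = clavulanate BLA inhibitor control wells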
Target sequence (Q99836 whole entry, looked up): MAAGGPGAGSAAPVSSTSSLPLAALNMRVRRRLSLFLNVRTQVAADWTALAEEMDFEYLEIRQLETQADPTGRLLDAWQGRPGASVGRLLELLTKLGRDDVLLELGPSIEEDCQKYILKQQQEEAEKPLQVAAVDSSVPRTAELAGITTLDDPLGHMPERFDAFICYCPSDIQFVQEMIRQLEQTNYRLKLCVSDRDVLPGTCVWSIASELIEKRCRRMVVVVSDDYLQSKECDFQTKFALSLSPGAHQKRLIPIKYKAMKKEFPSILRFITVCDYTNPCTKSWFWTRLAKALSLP
Target sequence (Q9NR96 whole entry, looked up): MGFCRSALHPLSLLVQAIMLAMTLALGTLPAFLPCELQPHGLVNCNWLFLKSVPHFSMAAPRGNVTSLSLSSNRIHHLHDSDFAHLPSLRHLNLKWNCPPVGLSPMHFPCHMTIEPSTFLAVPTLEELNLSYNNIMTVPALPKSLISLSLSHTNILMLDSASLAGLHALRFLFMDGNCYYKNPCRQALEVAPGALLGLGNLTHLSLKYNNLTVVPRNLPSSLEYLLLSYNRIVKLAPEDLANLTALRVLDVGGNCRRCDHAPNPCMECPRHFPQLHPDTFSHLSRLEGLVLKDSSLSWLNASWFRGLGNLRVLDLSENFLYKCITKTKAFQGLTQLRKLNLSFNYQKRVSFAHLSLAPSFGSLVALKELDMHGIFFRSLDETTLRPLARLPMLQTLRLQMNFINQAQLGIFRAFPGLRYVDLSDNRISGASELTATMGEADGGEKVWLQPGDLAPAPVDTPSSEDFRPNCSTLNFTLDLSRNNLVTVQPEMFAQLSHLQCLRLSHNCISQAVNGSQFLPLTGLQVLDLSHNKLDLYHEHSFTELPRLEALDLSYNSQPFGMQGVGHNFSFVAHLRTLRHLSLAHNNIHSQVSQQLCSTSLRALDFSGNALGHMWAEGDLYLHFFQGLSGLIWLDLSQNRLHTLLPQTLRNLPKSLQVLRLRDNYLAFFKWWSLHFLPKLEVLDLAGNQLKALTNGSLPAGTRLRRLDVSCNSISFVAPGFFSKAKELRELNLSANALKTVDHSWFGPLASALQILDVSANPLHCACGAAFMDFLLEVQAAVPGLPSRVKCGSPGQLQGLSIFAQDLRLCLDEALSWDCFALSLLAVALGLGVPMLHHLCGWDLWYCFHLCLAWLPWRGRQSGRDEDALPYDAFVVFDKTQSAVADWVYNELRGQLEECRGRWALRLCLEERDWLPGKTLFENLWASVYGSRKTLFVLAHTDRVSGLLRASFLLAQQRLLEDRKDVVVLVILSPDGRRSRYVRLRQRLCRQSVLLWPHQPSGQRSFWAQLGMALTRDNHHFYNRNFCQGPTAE
NOD2 RIPK2 PPI: NOD2-RIPK2 binding disruptors in cells, primary screen, fluorescence, CHO cells, BLA complementation. Receptor-interacting serine/threonine-protein kinase 2 (Homo sapiens), O43353. CCF4 ratio. hit rate 0.38% among 360,000. inhibition, % at 4.98 µM; in the data active = inhibition above about 21%;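 note: 0% = vehicle only and 100% = reference blocker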
NCOA3 inh: SRC3 coactivator transcriptional activity inhibitors, primary screen, cell-based, luminescence; Nuclear receptor coactivator 3 (Homo sapiens), Q9Y6Q9; HEK293 GAL4-SRC3 luciferase reporter; inhibition, % at 3.6 µM; hit rate 0.17% among 360,000;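 active = inhibition above a per-campaign cutoff, the mean of all compounds plus 3 SD, cut at about 60% in these data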;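 note: 0% = DMSO-treated cells and 100% = gossypol-treated cells at 36 µM; higher means less SRC3-driven luciferase light from the GAL4 reporter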
COUP-TFII inh: NR2F2 transcriptional activity inhibitors, primary screen, cell-based, luciferase reporter, HEK293T, luminescence; COUP transcription factor 2 (Homo sapiens), P24468; HEK293T NGFI-A luciferase reporter; inhibition, % at 8.6 µM; hit rate 0.7% among 370,000;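 active = inhibition above a per-plate cutoff, mean inhibition of test wells between control levels plus 3 SD, cut at about 38% in these data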;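 note: cells cotransfected with COUP-TFII expression vector driving the NGFI-A reporter; 0% = median of COUP-TF2 test wells and 100% = reporter-only cells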
LMP1 NFkB inh: EBV LMP1-driven NF-kappaB luciferase reporter inhibitors, primary screen, cell-based, luminescence, single point; LMP1-induced NF-kappaB luciferase reporter cells; inhibition, % at 12.5 µM; hit rate 0.69% among 350,000; in the data active = inhibition above about 41%;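 note: 0% = neutral control wells and 100% = reference inhibitor control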
NR5A2 inv ag: LRH-1 (NR5A2) inverse agonists, primary screen, cell-based, luminescence, HEK293T, StAR-luciferase reporter; inhibition, % at 3.6 µM; LRH-1 transfected, 24 h; hit rate 0.13% among 360,000; Nuclear receptor subfamily 5 group A member 2 (Homo sapiens), O00482;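 active = inhibition above the mean inhibition of all tested compounds plus 3 SD, cut at about 73% in these data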;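 note: 0% = DMSO wells and 100% = reporter-only cells lacking LRH-1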
MC4R antagonist: MC4R antagonists of cAMP signaling, primary screen, cell-based, TR-FRET, antagonist arm of biased-ligand search; Melanocortin receptor 4 (Homo sapiens), P32245; MC4R-expressing cells, MTII-stimulated cAMP, LANCE TR-FRET; inhibition, % at 6.5 µM; hit rate 0.48% among 360,000;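 active = inhibition above its plate's cutoff, the mean of tested wells on that plate plus 3 SD, cut at about 29% in these data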;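 note: 0% = Melanotan II alone and 100% = Melanotan II plus saturating MCL0020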
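System: U2OS cells stably expressing human melanocortin 4 receptor (MC4R). Reagent: Melanotan II challenge after compound preincubation. Doses: 6.5 µM. Times: 30-min compound, 1-h challenge, 1-h detection, room temperature. Measured by: TR-FRET with Eu-cAMP and labeled anti-cAMP, 671 nm. Replicates: singlicate.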
MC4R barr agon: MC4R agonists recruiting beta-arrestin, primary screen, cell-based, luminescence, agonist arm of biased-ligand search; U2OS MC4R beta-arrestin complementation; percent of melanotan II response, DMSO zero; activation, % at 8.9 µM; hit rate 0.98% among 360,000;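 active = activation above a per-plate cutoff, the mean activation of sample wells on that plate plus 3 SD, cut at about 8% in these data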
SRC1 inh: SRC1 coactivator transcriptional activity inhibitors, primary screen, cell-based, luminescence; Nuclear receptor coactivator 1 (Homo sapiens), Q15788; HEK293 GAL4-SRC1 luciferase reporter; inhibition, % at 3.6 µM; hit rate 0.12% among 360,000; AID 588354, 2011;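 active = inhibition above the campaign mean plus 3 SD, with each screening campaign given its own cutoff, cut at about 60% in these data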;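 note: 0% = DMSO treated cells and 100% = gossypol at 36 µM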
The depositor's hits bear a star; . = no result given. Only part of the results is shown; count on the stated rates, not on these rows.

Sample of the layout, two compounds:
SMILES	ABHD5-PLIN5 inh	NCOA2 inhibitor	TLR9-MyD88 block	NOD2 RIPK2 PPI	NCOA3 inh	COUP-TFII inh	LMP1 NFkB inh	NR5A2 inv ag	MC4R antagonist	MC4R barr agon	SRC1 inh
O=C(Cc1ccccc1)Nc1cc(C(=O)c2ccccc2)ccc1N1CCOCC1	8	1	-2	-1	17	3	1	38	15	0.2	-11
CN(C)S(=O)(=O)c1cccc(NC(=O)COC(=O)CCC(=O)c2ccc(F)cc2)c1	11	3	-4	-9	5	-4	6	7	-5	-0.2	1

Main list, repeating the preview:
SMILES	ABHD5-PLIN5 inh	NCOA2 inhibitor	TLR9-MyD88 block	NOD2 RIPK2 PPI	NCOA3 inh	COUP-TFII inh	LMP1 NFkB inh	NR5A2 inv ag	MC4R antagonist	MC4R barr agon	SRC1 inh
O=C(Cc1ccccc1)Nc1cc(C(=O)c2ccccc2)ccc1N1CCOCC1	8	1	-2	-1	17	3	1	38	15	0.2	-11
CN(C)S(=O)(=O)c1cccc(NC(=O)COC(=O)CCC(=O)c2ccc(F)cc2)c1	11	3	-4	-9	5	-4	6	7	-5	-0.2	1
CCOC(=O)c1cccc(NC(=O)/C=C/c2cccc([N+](=O)[O-])c2)c1	4	-5	-6	-1	21	-6	10	-29	0	5.1	11
CCc1ccc(CCC(=O)N2CCN(S(=O)(=O)c3ccc(Br)cc3)CC2)cc1	-3	6	-3	-2	-3	8	-11	15	4	5.7	-35
CC1CCc2c(sc3ncnc(N4CCOCC4)c23)C1 (stereo not given)	-8	27	5	0	22	8	2	11	-20	-0.8	31
CCC(C(=O)Nc1c(C)cc(C)cc1C)N1CCCCCC1 (stereo not given)	3	-9	-1	-12	0	-2	-8	-4	18	0.9	11
COc1ccccc1-n1c([S-])c(C(=O)Nc2ccccc2C(F)(F)F)[n+]2ccc(C(=O)NCCO)cc12	-6	32	-3	2	11	10	11	6	3	-1.8	-2
CCOC(=O)Cc1nnc(Nc2cc(C)ccc2C)c2ccccc12	-9	13	-3	-3	6	6	-7	-10	6	-1.8	8
O=C(COC(=O)c1cnccn1)Nc1cccc(F)c1	-8	-21	-18	0	7	-15	-2	0	18	-1.2	2
O=S(=O)(c1cc(Cl)ccc1Br)N1CCCCC1	-1	-2	-5	-5	5	18	-10	-8	-4	0.2	2

Compound profiles, from the list above. Screens in order: ABHD5-PLIN5 inh, NCOA2 inhibitor, TLR9-MyD88 block, NOD2 RIPK2 PPI, NCOA3 inh, COUP-TFII inh, LMP1 NFkB inh, NR5A2 inv ag, MC4R antagonist, MC4R barr agon, SRC1 inh
O=C(COC(=O)c1cnccn1)Nc1cccc(F)c1 is listed as -8, -21, -18, 0, 7, -15, -2, 0, 18, -1.2, 2
CCOC(=O)Cc1nnc(Nc2cc(C)ccc2C)c2ccccc12 is listed as -9, 13, -3, -3, 6, 6, -7, -10, 6, -1.8, 8
CCC(C(=O)Nc1c(C)cc(C)cc1C)N1CCCCCC1 (stereo not given) is listed as 3, -9, -1, -12, 0, -2, -8, -4, 18, 0.9, 11
CN(C)S(=O)(=O)c1cccc(NC(=O)COC(=O)CCC(=O)c2ccc(F)cc2)c1 is listed as 11, 3, -4, -9, 5, -4, 6, 7, -5, -0.2, 1

Carrying on:
SMILES	ABHD5-PLIN5 inh	NCOA2 inhibitor	TLR9-MyD88 block	NOD2 RIPK2 PPI	NCOA3 inh	COUP-TFII inh	LMP1 NFkB inh	NR5A2 inv ag	MC4R antagonist	MC4R barr agon	SRC1 inh
Cc1ccc(C)c(NS(=O)(=O)c2ccc(-n3cccn3)cc2)c1	3	4	2	-2	3	1	7	-4	3	0.1	-40
O=C(CN1CCOCC1)Nc1ccccc1C(=O)O	0	-34	5	0	22	21	5	11	2	0.1	-5
CCCOc1ccc(N2C(=O)C3C(C(C)C)NC4(C(=O)c5ccccc5C4=O)C3C2=O)cc1 (stereo not given)	-2	-10	8	-3	-7	2	-4	3	-3	-2.4	-8
CC(C)(C)C(=O)OC/C(N)=N/OC(=O)c1ccc(Cl)cc1	4	-34	2	-11	-2	7	-2	-6	-2	0.5	-3
CC(=O)c1cccc(N(C(=O)c2csnn2)C(C(=O)NC2CCCC2)c2ccccc2)c1 (stereo not given)	1	6	7	-11	-6	18	-4	8	4	-1.6	0
COC(=O)c1ccc(CSc2nnnn2C)o1	2	-3	7	4	4	0	-2	1	0	0.1	-14
O=C(O)C1CCN1C1CCCCC1 (stereo not given)	-1	2	4	-12	-5	-13	0	11	1	2.4	2
O=C(c1cccc(S(=O)(=O)N2CCOCC2)c1)N1CCN(c2ccc(F)cc2)CC1	3	-10	-10	-6	-7	-11	-3	-19	16	-0.6	16
CCCCc1c(C)nc2ccccc2c1SCCC(=O)O	1	19	17	-4	-9	-6	8	-5	3	-3.0	-6
COC(=O)[C@@H]1[C@@H](C)N(Cc2ccccc2)C(=O)N[C@H]1c1ccccc1	5	-1	-3	-3	-15	-6	-4	-8	8	1.1	5
CCOC(=O)C1=C(COC(=O)CNS(=O)(=O)c2ccc(NC(C)=O)cc2)NC(=O)NC1C (stereo not given)	4	2	-3	2	1	12	-3	13	-1	0.5	-12
CCc1ccc(NC(=O)Nc2ccc3c(c2)N(C)C(=O)CS3)cc1	-4	-15	-4	4	9	-1	1	14	0	4.1	11
Cc1[nH]n(-c2ccccc2)c(=O)c1C=Nc1cnc2ccccc2c1	-7	-15	-5	4	-8	3	-9	-8	8	1.0	-8
CC(C)C[C@H]1CN(CCCC[C@@H]2CNC(=O)C(=O)N2CC2CCCCC2)C(=O)C(=O)N1CC1CCCCC1	8	-10	.	3	.	-2	.	-1	.	.	.
CCSc1cc(N2CCCC2)nc(-c2ccc(Cl)cc2)n1	-2	-2	-6	-1	13	4	-4	1	11	-0.6	-6
CCOC(=O)C1(C)CCCN(C(=O)c2ccccc2)C1 (stereo not given)	-8	23	.	-7	-5	-10	.	-10	11	0.7	-8
COc1ccc(NS(=O)(=O)c2ccc(C(=O)N3CCN(Cc4ccccc4)CC3)cc2)cc1	4	10	-3	-6	22	8	12	14	2	-3.2	8
Cn1cnc([N+](=O)[O-])c1Sc1ccc(C(C)(C)C)cc1	-1	25	.	7	9	-17	-5	20	13	2.0	-39
CN(C)c1nc(N)c([N+](=O)[O-])c(NCc2ccccc2)n1	-5	-10	4	-2	-22	-14	-44	0	-5	-2.4	-10
Nc1nc(-c2ccccc2)nc(-c2ccccc2O)n1	5	-6	-2	-7	9	-6	-13	-4	13	2.8	-13
Cc1nn(C)c(C)c1CNC(=O)Nc1ccc(Cl)cc1	5	-42	5	-4	-43	-22	-9	-65	11	1.8	-82
Cc1ccc(Cl)c(NC(=S)N(CCCN2CCOCC2)Cc2ccco2)c1	-1	1	1	8	7	10	7	13	6	-1.2	2
O=C(NCc1ccccc1)c1cc(=O)nc2sc(-c3ccccc3)nn12	5	-26	0	-8	-6	7	-1	11	15	-0.2	-6
CC(C)(C)C(=O)C(Cl)C(=O)Nc1ccccc1 (stereo not given)	16	-12	11	10	4	-3	6	9	11	2.2	0
CC1(C)CC(=O)c2cnn(-c3nc4ccccc4[nH]3)c2C1	4	-9	-2	-10	-1	6	4	7	6	-0.1	-2
COc1ccc(C2C(C(C)=O)=C(O)C(=O)N2c2cccnc2)cc1OC (stereo not given)	-1	-12	-4	1	1	3	-5	5	8	-1.2	3
c1ccc(Cc2nnc3sc(-c4ccc5c(c4)OCO5)nn23)cc1	-3	3	-2	0	6	-1	8	-5	13	0.1	-4
COc1cccc(C(=O)OCC(=O)c2c(N)n(C)c(=O)n(C)c2=O)c1	-2	8	8	-6	-7	9	1	-1	0	0.2	-4
Cc1cc(OC(=O)c2ccc(C(F)(F)F)cc2)c([N+](=O)[O-])c(=O)[nH]1	-1	17	-40	-16	7	5	0	7	15	-1.3	-4
COc1ccc(NC(=O)C2CCCN2S(=O)(=O)c2ccc(C)cc2)cc1 (stereo not given)	-3	-1	-6	-6	-11	-11	8	-9	2	-2.9	8
Cc1cccnc1Nc1nc(-c2ccc(F)cc2)cs1	-3	-40	-6	-6	-105	-30	-55	-134	8	0.7	-116
Cc1cccc(C(=O)NCCNC(=O)c2cccc(C)c2)c1	6	15	-7	-11	11	-10	-1	8	-3	-0.9	8
